Source: PubChem BioAssay
RECQ1 inh = qHTS Assay for Inhibitors of RecQ-Like Dna Helicase 1 (RECQ1). ATP-dependent DNA helicase Q1 (Homo sapiens), P46063. RECQ1 DNA unwinding, red fluorescence kinetic read. Potency, µM (series often up to 57.3 µM), for the others: at the highest dose activity, negative = inhibition, most hits filed as inhibitors. 0.54% of 240,000 active. AID 2549, 2010;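 further: plate controls were vehicle for no effect and no enzyme for full effect; nearly all actives have a fitted effect of over 30% in size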
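50 nM RECQ1T1 preincubated 15 min with compound in Tris pH 8.0 buffer with MgCl2, DTT, Tween-20 and 2.5 ug/ml poly(dI-dC); started with 200 nM TAMRA/BHQ-2 forked duplex and 2 mM ATP. Unwinding read as fluorescence (525/598 nm), two reads 2 h apart.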
Luc counter = Counterscreen for Luciferase (Kinase-Glo TM) Inhibition | Luciferin 4-monooxygenase (Photuris pensylvanica), Q27757 | Kinase-Glo luciferase, ATP luminescence, 8 min | Potency, µM (top dose mostly 38.3 µM), without a hit: at the top dose activity change, negative = inhibition, hits mostly inhibitors | 0.28% of 200,000 active; further: on the % scale 0 is the no-effect control and ±100 the full control effect; nearly all actives have a fitted effect of over 60% in size
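Light output from Kinase-Glo luciferase with luciferin and 10 uM ATP in 50 mM imidazole pH 7.2, KCl, MgCl2, Tween 20, BSA; compound pin-delivered, 8-min ambient incubation, then luminescence read.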
IMPase Li inh = qHTS Assay for Identifying the Cell-Membrane Permeable IMPase Inhibitors: Potentiation with Lithium | CHO-M1 cells, IP1 TR-FRET (IP-One), carbachol + lithium | AID 1457, 2008 | 0.35% of 210,000 active | Potency, µM (top dose mostly 59.4 µM), for inactives: at the highest dose activity, negative = IMPase inhibition, actives largely listed as inhibitors;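 further: IP1 builds up when IMPase is blocked and the TR-FRET signal falls; plate controls were basal vehicle for no effect and high inhibitor control for full effect; nearly all actives have a fitted effect of over 50% in size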
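Steps: plate 2000 CHO-M1 cells per well and culture 16–30 h; add compound and lithium; incubate 30 min, 37C; add d2-IP1 tracer and Eu cryptate anti-IP1 antibody in lysis buffer; read after 10 min at room temperature.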
RGS12 GoLoco inh = qHTS Assay for Inhibitors of RGS12 GoLoco Motif Activity (Red Fluorophore); Potency, µM (doses to about 61.6 µM), inactives show at the highest dose activity, negative = inhibition, actives largely listed as inhibitors; 0.44% of 230,000 active; Guanine nucleotide-binding protein G(i) subunit alpha-1 (Homo sapiens), P63096; Gai1:RGS12 GoLoco peptide FP, rhodamine, 10 min; active means well fitted inhibition curve with a large enough effect, not every such curve was filed as active; inactive means no such curve, though single readings can be large or run the other way; further: on the % scale 0 is the no-effect control and ±100 the full control effect; nearly all actives have a fitted effect of over 30% in size; many of its hits are not listed in these tables
Target sequence (P63096 whole entry, looked up): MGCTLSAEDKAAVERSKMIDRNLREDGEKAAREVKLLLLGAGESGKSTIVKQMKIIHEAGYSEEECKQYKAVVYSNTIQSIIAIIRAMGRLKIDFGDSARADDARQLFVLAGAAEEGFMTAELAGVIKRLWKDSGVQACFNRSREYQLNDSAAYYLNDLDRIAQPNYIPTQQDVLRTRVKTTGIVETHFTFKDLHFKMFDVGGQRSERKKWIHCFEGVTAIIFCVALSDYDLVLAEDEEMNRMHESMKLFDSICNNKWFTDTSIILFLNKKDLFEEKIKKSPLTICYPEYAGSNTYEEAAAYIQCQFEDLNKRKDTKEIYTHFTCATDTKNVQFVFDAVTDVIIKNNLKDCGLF
KDM4E inh = qHTS Assay for Inhibitors of Human Jumonji Domain Containing 2E (JMJD2E). Lysine-specific demethylase 4E (Homo sapiens), B2RXH2. JMJD2E catalytic domain, FDH-coupled NADH fluorescence (FDH is formaldehyde dehydrogenase). Potency, µM (highest dose often 57.1 µM), for the others: at the highest dose activity change, negative = inhibition, actives largely listed as inhibitors. 1.6% of 230,000 active; active means well fitted inhibition curve with a large enough effect, not every such curve was filed as active; inconclusive means small, poorly fitted or top-dose-only effect, or another doubt; inactive means no such curve, though single readings can be large or run the other way;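 further: 0% = wells with enzyme and -100% = buffer wells without enzyme; nearly all actives have a fitted effect of over 50% in size; many of its hits are not listed in these tables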
Target sequence (B2RXH2 1-337 limits assumed): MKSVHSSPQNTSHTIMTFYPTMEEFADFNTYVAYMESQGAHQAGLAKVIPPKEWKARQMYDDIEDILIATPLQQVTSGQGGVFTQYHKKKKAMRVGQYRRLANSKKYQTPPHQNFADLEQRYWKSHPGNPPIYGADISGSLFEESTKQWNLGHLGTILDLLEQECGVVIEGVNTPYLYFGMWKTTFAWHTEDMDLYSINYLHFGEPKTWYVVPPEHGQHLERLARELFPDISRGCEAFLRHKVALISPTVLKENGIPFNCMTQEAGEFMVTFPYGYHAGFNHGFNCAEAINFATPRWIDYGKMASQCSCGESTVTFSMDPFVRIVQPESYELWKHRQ
Epigenetic derep = Quantitative High-Throughput Screen for Regulators of Epigenetic Control; AID 1865, 2009; Potency, µM (doses to about 53.9 µM), inactives show at the top dose GFP activation, usual class: activators; murine LDR cells, GFP reporter derepression, 30 h; 0.2% of 280,000 active; further: % of control where 0% means no effect; nearly all actives have a fitted effect of over 60% in size
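Murine LDR cells bearing a silenced CMV-driven GFP reporter were exposed to compound for 30 h at 37 C. After PBS washes, GFP-positive cells (20-120 um objects) counted by laser-scanning microplate cytometry.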
SMN2 splice enh = qHTS Assay for Enhancers of SMN2 Splice Variant Expression. HEK293 SMN2-luciferase splicing reporter, luminescence, 30-36 h. Potency, µM (top dose mostly 46.1 µM), for inactives: top-dose activity change, positive = activation, most hits filed as activators. 2.8% of 210,000 active. AID 1458, 2008; further: % of control where 0% means no effect; nearly all actives have a fitted effect of over 55% in size
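HEK293 cells carry an SMN2 minigene-luciferase reporter in which exon 7 inclusion puts luciferase in frame. Cells were seeded at 2000 cells/well, attached for 10-12 hours, then exposed to compounds for 30-36 hours at 37C before ONE-Glo luminescence.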
NPSR antagonist = qHTS Assay for Antagonists of the Neuropeptide S Receptor: cAMP Signal Transduction; CHO-NPSR cells, cAMP TR-FRET, antagonist mode; AID 1461, 2008; Q6W5P4; Potency, µM (highest dose often 38.3 µM), for inactives: at the highest dose activity change, negative = inhibition, actives largely listed as inhibitors; 1% of 220,000 active; further: on the % scale 0 is the no-effect control and ±100 the full control effect; nearly all actives have a fitted effect of over 50% in size; many of its hits are not listed in these tables
Target sequence (Q6W5P4 whole entry, looked up): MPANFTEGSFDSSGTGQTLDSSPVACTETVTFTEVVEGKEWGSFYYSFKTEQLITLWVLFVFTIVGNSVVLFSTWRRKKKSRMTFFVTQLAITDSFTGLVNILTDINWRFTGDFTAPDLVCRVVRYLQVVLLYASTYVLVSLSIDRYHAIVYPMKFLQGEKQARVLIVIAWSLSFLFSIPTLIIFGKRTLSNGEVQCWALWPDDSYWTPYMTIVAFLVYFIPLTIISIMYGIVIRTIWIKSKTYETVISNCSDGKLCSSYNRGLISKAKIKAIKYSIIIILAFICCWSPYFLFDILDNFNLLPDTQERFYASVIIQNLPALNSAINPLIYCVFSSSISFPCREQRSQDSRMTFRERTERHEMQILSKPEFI
Active calls of the source: *; [ ] = remark or other dose. Unless noted, the call rests on the fitted dose curve; in most records, active means well fitted curve in the direction sought with a large enough effect; inconclusive means small, poorly fitted or top-dose-only effect, or another doubt; inactive means no such curve, though single readings can be large; an effect the other way counts as inactive or inconclusive. Potency means the concentration at half of the fitted maximal effect. These rows are one share of the data; count on the stated rates, not on these rows.

Screening Cn1nc(NC(=O)C2CCC2C(=O)O)c2c(F)cccc21 (stereo not given) returned RECQ1 inh -9%, RGS12 GoLoco inh -5%, KDM4E inh -2%, Epigenetic derep 4.5% and NPSR antagonist 16%.
`Cc1ccccc1C(=O)Nc1ccc(O)cc1C(=O)O` gave RECQ1 inh inactive, Luc counter -1%, IMPase Li inh -2%, RGS12 GoLoco inh 6%, KDM4E inh 10%, Epigenetic derep 2.4%, SMN2 splice enh 4% and NPSR antagonist 12%.
For Clc1ccc(-c2c[n+](Cc3ccc(Br)cc3)c3n2CCCCC3)cc1 the results were RECQ1 inh -2%, RGS12 GoLoco inh 9%, KDM4E inh -1%, Epigenetic derep 14% and NPSR antagonist -18%.
`CCn1c(CNc2cccc(Cl)c2)nnc1SCC(=O)OC1CCCCC1` gave RECQ1 inh -7%, Luc counter 2%, IMPase Li inh 24%[38.3 µM], RGS12 GoLoco inh 1%, KDM4E inh -18%, Epigenetic derep 0.0%, SMN2 splice enh 26% and NPSR antagonist -23%[46.1 µM].
Screening CCCCCOC(=O)NC1CCS(=O)(=O)C1 (stereo not given) returned RECQ1 inh -1%, Luc counter 0%, IMPase Li inh -4%, RGS12 GoLoco inh 5%, KDM4E inh 10%, Epigenetic derep 0.1%, SMN2 splice enh -3% and NPSR antagonist 2%.
`COCCn1c(Cc2ccccc2)nnc1SCC(=O)N1CCOCC1` gave RECQ1 inh -8%, Luc counter 0%, IMPase Li inh 1%, RGS12 GoLoco inh -10%, KDM4E inh inconclusive, Epigenetic derep 0.2%, SMN2 splice enh -22% and NPSR antagonist 10%.
Screening Cc1ccc(C(=O)Nc2ccc(O)cc2C(=O)O)cc1 returned RECQ1 inh -4%, Luc counter 17%, IMPase Li inh 14%[38.3 µM], RGS12 GoLoco inh -9%, KDM4E inh 2%, Epigenetic derep -0.2%, SMN2 splice enh -3% and NPSR antagonist -12%[46.1 µM].
For CCN1CCN(c2nc(Nc3cccc(F)c3)nc(N)c2[N+](=O)[O-])CC1 the results were RECQ1 inh inactive, RGS12 GoLoco inh 12%, KDM4E inh -2%, Epigenetic derep -1.4% and NPSR antagonist 14%[7.67 µM].
Clc1ccccc1-c1ccc(/C=N/n2cnnc2)o1 was read as RECQ1 inh -6%, Luc counter 0%, IMPase Li inh -17%[38.3 µM], RGS12 GoLoco inh -2%, KDM4E inh inconclusive, Epigenetic derep -0.9%, SMN2 splice enh -21% and NPSR antagonist 12%[46.1 µM].
For COc1ccc(C(=O)N2c3ccccc3C=CC2C#N)cc1 (stereo not given) the results were RECQ1 inh -14%, Luc counter -1%, IMPase Li inh 16%, RGS12 GoLoco inh 1%, KDM4E inh -10%, Epigenetic derep 3.2%, SMN2 splice enh -18% and NPSR antagonist 6%.
Cc1noc(C)c1S(=O)(=O)NCC(=O)O was read as RECQ1 inh 1%, Luc counter -3%, IMPase Li inh 5%, RGS12 GoLoco inh -7%, KDM4E inh -5%, Epigenetic derep 0.0%, SMN2 splice enh 6% and NPSR antagonist 9%[46.1 µM].
`CN1CCN(C2Cc3ccccc3Sc3ccc(S)cc32)CC1` (stereo not given) gave RECQ1 inh -4%, Luc counter -1%[39.9 µM], IMPase Li inh 37%[activator], RGS12 GoLoco inh 5% and Epigenetic derep 0.0%.
`N#C/C(=C\c1ccc(-c2cccc(Cl)c2)o1)C(=O)Nc1cccc2cccnc12` gave RECQ1 inh -5%, Luc counter -6%, IMPase Li inh 10%[38.3 µM], RGS12 GoLoco inh 135%[activator], KDM4E inh -1%, Epigenetic derep 0.8%, SMN2 splice enh -3% and NPSR antagonist 0%[46.1 µM].
`O=c1cc(-c2cccc3ccccc23)[nH][nH]1` gave RECQ1 inh -2%, Luc counter -3%, IMPase Li inh -2%, RGS12 GoLoco inh 2%, KDM4E inh inconclusive, Epigenetic derep 1.2%, SMN2 splice enh -5% and NPSR antagonist -1%[46.1 µM].
Screening Cc1cc(OCC(=O)O/N=C(\N)c2ccccc2)ccc1Br returned RECQ1 inh -17%, Luc counter 0%, IMPase Li inh 3%, RGS12 GoLoco inh -5%, KDM4E inh 10%, Epigenetic derep 6.1%, SMN2 splice enh 27% and NPSR antagonist 0%.
Screening CCCN1Cc2cccc(C(=O)N3CCN(c4cc(Cl)ccc4C)CC3)c2C1=O returned RECQ1 inh -4%, Luc counter 1%, IMPase Li inh 0%[38.3 µM], RGS12 GoLoco inh -7%, KDM4E inh -20%, Epigenetic derep -1.4%, SMN2 splice enh -4% and NPSR antagonist inconclusive.
Cc1cc(Oc2ccc(=O)n(C)n2)nc(SCC(N)=O)n1 was read as RECQ1 inh -8%, RGS12 GoLoco inh -4%, KDM4E inh 1%, Epigenetic derep 2.0% and NPSR antagonist 10%.
Screening COCCn1nnnc1C(c1ccccc1OC)N1CCN(c2ccccc2)CC1 (stereo not given) returned RECQ1 inh inactive, Luc counter 0%, IMPase Li inh 8%[38.3 µM], RGS12 GoLoco inh 3%, KDM4E inh -1%, Epigenetic derep -0.2%, SMN2 splice enh -5% and NPSR antagonist -2%[46.1 µM].
Screening Cc1ccc(Cl)cc1NC(=O)c1cccc(OC(F)F)c1 returned RECQ1 inh -11%, Luc counter -1%, IMPase Li inh 32%[38.3 µM], RGS12 GoLoco inh -5%, KDM4E inh -8%, Epigenetic derep 1.8%, SMN2 splice enh -31%[inhibitor] and NPSR antagonist -8%[46.1 µM].
For O=c1c(C=Nc2ccc(Oc3ccccc3)cc2)c[nH]n1-c1cccc(Cl)n1 the results were RECQ1 inh -17%, Luc counter -5%, IMPase Li inh 22%[38.3 µM], RGS12 GoLoco inh 11%, KDM4E inh 2%, Epigenetic derep -2.2%, SMN2 splice enh -19% and NPSR antagonist -9%[46.1 µM].
`CCC(=O)Nc1sc2c(c1C(N)=O)CCN(C(C)=O)C2` gave RECQ1 inh inactive, Luc counter 0%, IMPase Li inh 11%, RGS12 GoLoco inh 1%, KDM4E inh -3%, Epigenetic derep 1.0%, SMN2 splice enh 23% and NPSR antagonist -7%[46.1 µM].
Screening O=C(NC(=S)Nc1ccc(CN2CCCCC2)cc1)c1ccco1 returned RECQ1 inh inactive, Luc counter 0%, IMPase Li inh 14%, RGS12 GoLoco inh 8%, KDM4E inh -4%, Epigenetic derep -1.9%[10.1 µM], SMN2 splice enh -4% and NPSR antagonist 9%.
For CCN(CC)S(=O)(=O)c1cccc(C(=O)c2c(C)cc3ccccn23)c1 the results were RECQ1 inh -3%, Luc counter -1%, IMPase Li inh 14%, RGS12 GoLoco inh 1%, KDM4E inh 5%, Epigenetic derep inconclusive, SMN2 splice enh -48%[inhibitor] and NPSR antagonist -11%.
O=C(O)c1ccc(/C=N/Nc2cccc(C(F)(F)F)c2)cc1 was read as RECQ1 inh inactive, Luc counter 0%, IMPase Li inh -7%, RGS12 GoLoco inh 8%, KDM4E inh -22%, Epigenetic derep -3.5%, SMN2 splice enh 10µM* and NPSR antagonist -14%.

In the list so far, these contain a furan ring, fused or not:
Clc1ccccc1-c1ccc(/C=N/n2cnnc2)o1 was read as RECQ1 inh -6%, Luc counter 0%, IMPase Li inh -17%[38.3 µM], RGS12 GoLoco inh -2%, KDM4E inh inconclusive, Epigenetic derep -0.9%, SMN2 splice enh -21% and NPSR antagonist 12%[46.1 µM].
`N#C/C(=C\c1ccc(-c2cccc(Cl)c2)o1)C(=O)Nc1cccc2cccnc12` gave RECQ1 inh -5%, Luc counter -6%, IMPase Li inh 10%[38.3 µM], RGS12 GoLoco inh 135%[activator], KDM4E inh -1%, Epigenetic derep 0.8%, SMN2 splice enh -3% and NPSR antagonist 0%[46.1 µM].
Screening O=C(NC(=S)Nc1ccc(CN2CCCCC2)cc1)c1ccco1 returned RECQ1 inh inactive, Luc counter 0%, IMPase Li inh 14%, RGS12 GoLoco inh 8%, KDM4E inh -4%, Epigenetic derep -1.9%[10.1 µM], SMN2 splice enh -4% and NPSR antagonist 9%.

Further entries follow:
`COc1ccc(S(N)(=O)=O)cc1N(C)S(=O)(=O)c1ccccc1` gave RECQ1 inh -5%, Luc counter 0%, IMPase Li inh 9%, RGS12 GoLoco inh 5%, KDM4E inh -9%, Epigenetic derep -0.2%, SMN2 splice enh 28% and NPSR antagonist 12%.
`Cc1ccc(-c2csc3ncnc(SCc4ccc(C(=O)O)cc4)c23)cc1` gave RECQ1 inh -24%, Luc counter 2%, IMPase Li inh 10%, RGS12 GoLoco inh 34%[activator], KDM4E inh 7%, Epigenetic derep -1.5% and NPSR antagonist 15%.
For CC(C)S(=O)(=O)c1csc(C(=O)NN)c1Cl the results were RECQ1 inh 1%, RGS12 GoLoco inh 10%, KDM4E inh 98%[activator], Epigenetic derep 0.0% and NPSR antagonist -16%[7.67 µM].
Screening O=C(NNc1nc2cc3c(cc2s1)OCO3)c1cccc(F)c1 returned RECQ1 inh -15%, Luc counter -4%, IMPase Li inh -2%, RGS12 GoLoco inh -9%, KDM4E inh -16%, Epigenetic derep -4.4%, SMN2 splice enh 18% and NPSR antagonist 19%.
Cc1noc(C)c1N=Nc1ccccc1C(=O)O was read as RECQ1 inh inactive, IMPase Li inh 4%, RGS12 GoLoco inh 2%, KDM4E inh -6%, Epigenetic derep -0.2% and NPSR antagonist 0%.
COc1cc(NC(=O)c2ccc3snnc3c2)cc(OC)c1 was read as RECQ1 inh -2%, RGS12 GoLoco inh 6%, KDM4E inh -5%, Epigenetic derep 0.0% and NPSR antagonist 6%.
For Cc1cc(NC(=O)C2CC2)n(-c2nc3ccccc3s2)n1 the results were RECQ1 inh -1%, Luc counter 0%, IMPase Li inh 23%, RGS12 GoLoco inh 11%, KDM4E inh -10%, Epigenetic derep -4.2%, SMN2 splice enh 0% and NPSR antagonist -18%.
